HCMV antiviral: inhibitors of human cytomegalovirus; activity change, negative = inhibition, % at 57.5 µM; HFF cells, HCMV-luciferase reporter, 72 h; active compounds read low; hit rate 4.5% among 410,000; in the data active = activity change below about -60%; inconclusive = no clear call, values can overlap the other calls; inactive = above about -39%
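Two compound doses tested in HFFs infected with HCMV-luciferase, MOI 1 PFU/cell, 72 h at 37C. Lysate luminescence read with OneGlo; data normalized against buffer-only and 10uM Salinomycin inhibitor controls.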
FBPA Giardia inh: Giardia lamblia aldolase inhibition; A8B2U2; purified Giardia FBPA; Potency, µM (top dose mostly 59.6 µM), without a hit: at the highest dose activity, negative = inhibition, actives largely listed as inhibitors; hit rate 0.71% among 290,000; note: potency is the fitted concentration of half-maximal effect; nearly all actives have a fitted effect of over 55% in size
Target sequence (A8B2U2 whole entry, looked up): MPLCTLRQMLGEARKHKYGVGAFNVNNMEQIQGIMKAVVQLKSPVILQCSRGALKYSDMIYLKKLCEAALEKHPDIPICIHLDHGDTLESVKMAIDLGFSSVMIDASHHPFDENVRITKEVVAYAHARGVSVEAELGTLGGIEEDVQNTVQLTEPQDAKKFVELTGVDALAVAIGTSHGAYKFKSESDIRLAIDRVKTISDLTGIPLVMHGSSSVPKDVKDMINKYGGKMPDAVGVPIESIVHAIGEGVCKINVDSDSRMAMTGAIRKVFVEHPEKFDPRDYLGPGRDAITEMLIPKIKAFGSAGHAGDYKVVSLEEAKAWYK
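40 nM FBPA preincubated 10 min at RT with compound (up to 57.5 uM final), then substrate plus GAPDH/TPI/NAD/arsenate coupling and diaphorase/resazurin added. Fluorescence read after 20 min at RT, 525/598 nm.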
AmpC detergent: blocks E. coli AmpC beta-lactamase in detergent assay; P00811; AmpC hydrolysis of nitrocefin, absorbance 480 nm, 0.01% Triton; Potency, µM (doses to about 114 µM), for inactives: at the highest dose activity change, negative = inhibition, hits mostly inhibitors; hit rate 0.041% among 370,000; AID 485294;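 note: potency is the fitted concentration of half-maximal effect; 0% = no-compound wells and -100% = no-enzyme wells; nearly all actives have a fitted effect of over 25% in size; some results filed as inactive show a strong effect at the top dose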
Target sequence (P00811 whole entry, looked up): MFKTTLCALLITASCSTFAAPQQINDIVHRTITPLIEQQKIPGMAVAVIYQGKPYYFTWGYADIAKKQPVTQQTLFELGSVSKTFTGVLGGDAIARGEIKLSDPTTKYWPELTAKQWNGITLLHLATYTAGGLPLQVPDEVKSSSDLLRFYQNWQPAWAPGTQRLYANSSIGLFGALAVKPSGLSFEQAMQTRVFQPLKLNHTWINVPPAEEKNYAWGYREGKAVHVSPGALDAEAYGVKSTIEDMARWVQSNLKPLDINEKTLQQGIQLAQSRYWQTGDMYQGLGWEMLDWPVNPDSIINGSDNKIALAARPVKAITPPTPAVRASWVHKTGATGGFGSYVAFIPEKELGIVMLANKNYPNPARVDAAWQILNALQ
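AmpC (5.3 nM in the dispensed reagent) in 20 mM phosphate pH 7.0 with 0.01% (detergent screen) or 0.0001% Triton X-100 was preincubated with compounds for 15 min at room temperature. Nitrocefin was then added from an 800 uM solution, and hydrolysis was followed at 480 nm.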
AMA1 RON2 block: AMA1-RON2 (P. falciparum) interaction inhibition; hit rate 0.2% among 360,000; Potency, µM (highest dose often 58.2 µM), inactives show top-dose activity change, negative = inhibition, hits mostly inhibitors; AlphaScreen AMA1-biotinylated RON2 peptide binding;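 note: potency is the fitted concentration of half-maximal effect; 0% = vehicle wells and -100% = peptide control; nearly all actives have a fitted effect of over 45% in size; some results filed as inactive show a strong effect at the top dose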
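AMA1 (3D7) with his tag at 25 nM final met compounds first, then biotinylated RON2 peptide at 25 nM; detection used donor plus acceptor beads, 10 µg/mL apiece, read by AlphaScreen after 30 min at room temperature.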
HCV inhibitor: blocks hepatitis C virus; hit rate 3.4% among 340,000; Huh7.5.1 HCVcc-Cre infection, luciferase reporter, 44 h; Potency, µM (titrated, usually from 41.8 µM), without a hit: top-dose activity change, negative = inhibition, hits mostly inhibitors; note: potency is the fitted concentration of half-maximal effect
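A cell-based infection assay in which seeded cells (1,000 per well) receive test compound after 4 h, are inoculated with HCVcc-Cre at approximately 0.5 moi, and are incubated 44 h before luminescence detection.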
Sm TGR inh: inhibitors of Schistosoma mansoni thioredoxin glutathione reductase; Potency, µM (doses to about 114 µM), inactives show at the top dose activity change, negative = inhibition, usual class: inhibitors; purified TGR, DTNB reduction, TNB absorbance 405 nm; AID 485364; hit rate 3% among 360,000; note: potency is the fitted concentration of half-maximal effect; nearly all actives have a fitted effect of over 60% in size
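First, TGR (20 nM dispensed) and NADPH were mixed with compound. Second, a 15 min room-temperature incubation followed. Third, further NADPH and then DTNB were added to start the reaction. Finally, TNB absorbance was monitored kinetically.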
An asterisk follows results filed as active; ? = inconclusive; . = not tested or not shown; & = joins results of further samples; ! = repeats disagree; [ ] = dose if it differs, or a comment. Unless noted, calls come from the whole dose curve; as a rule, active = well fitted curve in the direction sought with a large enough effect; inconclusive = small, poorly fitted or top-dose-only effect, or another doubt; inactive = no such curve, though single readings can be large; an effect the other way counts as inactive or inconclusive. Unless noted, % is set by controls: 0 for no effect and ±100 for the full control effect.

SMILES | HCMV antiviral | FBPA Giardia inh | AmpC detergent | AMA1 RON2 block | HCV inhibitor | Sm TGR inh
ONC(=Nc1ccc(Cl)cc1)c1ccccc1 | ? | -16.8% | -8.7% | -3.2% | 4.1% | -5.1%
COc1ccc(NC(=O)NNC(=O)COc2ccc3ccccc3c2)cc1 | 10.8 | . | -6.6% | 64.1%[activator] | 14.7% | 0.0%
CCCCOc1ccc(N(CC(=O)NCC2CCCO2)C(=O)CCC(=O)Nc2cc(C)ccn2)cc1 (configuration not stated) | 36.3 | -6.2% | -4.4% | 18.9% | 5.6% | -11.7%
CC(=NNC(=O)c1ccc(NS(=O)(=O)c2ccc(Br)cc2)cc1)c1cccnc1 | 23.8 | . | . | 11.3% | 0.7% | .
O=C(/C=C/c1ccc(Cl)c([N+](=O)[O-])c1)c1cccnc1 | -80.5* | 0.5% | 1.5% | -2.1% | 1.2% | ?
CCOC(=O)c1cnn(-c2ccccc2)c1NC(=O)CN1CCCCC1 | -22.6 | -3.4% | -2.8% | 25.1% | -3.9% | -6.9%
Cc1ccc(C(=O)Nc2c(-c3ccccc3)nc3ccccn23)cc1C | -1.0 | . | 0.1% | . | . | -2.0%
CN(C)CCCCOc1cccc(Br)c1 | -9.0 | ? | 5.0% | ? | -8.2% | 5.0%
CCCCC12CN3CC(C)(CN(C1)C3c1c[nH]c3ccccc13)C2=O (configuration not stated) | 12.7 | . | -3.3% | . | . | -0.9%
COc1ccc(S(=O)(=O)NCC(c2ccco2)N2CCOCC2)cc1C (configuration not stated) | 13.3 | . | 0.0% | . | . | -5.6%
N#Cc1c(N)c2ccccn2c1C(=O)c1ccc(Br)cc1 | ? | 9.0% | -11.9% | 10.8% | -21.1% | 0.8%
COc1ccc(C)cc1NC(=O)CNC(=O)[C@@H]1Cc2ccccc2CN1 | -23.1 | -28.3% | 0.1% | 41.2%[activator] | 10.1% | -0.8%
CCCNC(=O)CS(=O)Cc1nc(-c2ccccc2C)oc1C (configuration not stated) | -8.0 | 2.2% | ? | 0.0% | 6.8% | 50.1µM*
CN(C)c1nc(N)nc(Cn2nnc(-c3ccc(C(F)(F)F)cc3)n2)n1 | ? | 1.1% | -8.6% | -17.2% | 16.9% | -10.6%
S=C(Nc1ccc(N2CCOCC2)cc1)Nc1ccc2nc(-c3ccco3)c(-c3ccco3)nc2c1 | -0.6 | ? | -0.5% | -27.1% | ? | ?
O=C(CCn1c(=O)c2cccn2c2cccnc21)NCc1ccc(F)cc1 | -37.0 | . | 0.1% | . | . | 0.6%
O=C(CSc1nnc(-c2cccnc2)n1-c1ccccc1)Nc1ccc2c(c1)OCO2 | 8.4 | -2.5% | -1.1% | -4.8% | -2.9% | -0.6%
O=S1(=O)c2ccccc2N(Cc2ccccc2Cl)c2ccccc21 | 2.6 | . | 19.5% | . | . | 1.2%
COc1ccc(-c2cn(-c3ccc(OC)cc3)c3[n+]2-c2ccccc2CC3)cc1 | -96.9* | 4.1% | -1.0% | -10.1% | -25.6% | -9.8%
COc1cc(S(=O)(=O)N2CCN=C2c2ccccc2)c(OC)cc1Cl | 16.7 | . | 6.2% | -9.2% | 13.8% | -16.6%
O=C(CN1CCN(C(=O)c2ccco2)CC1)Nc1cc(C(F)(F)F)ccc1Cl | . | 4.2% | -1.6% | 5.9% | 13.0% | -10.0%
CCN(CC)S(=O)(=O)c1ccc2c(c1)nc(CCC(=O)Nc1ccc(N3CCOCC3)cc1)n2C | 25.6 | 0.7% | -7.2% | -2.6% | ? | -14.6%
Cc1cc(C)n(C(=O)c2cccc(S(=O)(=O)N3CCCCC3)c2)n1 | -2.6 | 3.3% | 3.6% | 11.3% | 17.9% | 7.8%
CCc1ccccc1-n1c(SCC(=O)N2CCCC2)nnc1-c1ccccn1 | -39.6 | 13.4% | 1.7% | 22.6% | -14.9% | 8.7%
CC(C)CSc1n[nH]c(=S)s1 | 2.2 | ? | -7.3% | 97.9%[activator] | 12.8% | -3.4%
CCOc1ccc2cc(C3CC(c4ccco4)=NN3S(=O)(=O)c3ccccc3)c(Cl)nc2c1 (configuration not stated) | 17.5 | -7.4% | 2.0% | -10.0% | -25.8% | -3.4%
Cc1ccc(S(=O)(=O)N2CCN(CC(O)CN3CCOCC3)CC2)cc1 (configuration not stated) | 54.2 | . | 5.7% | 0.0% | 4.4% | -0.1%
CCCOc1ccc(C2c3c(-c4ccccc4O)n[nH]c3C(=O)N2CCCOCC)cc1OCC (configuration not stated) | -2.6 | . | 3.8% | . | . | -6.1%
CCOC(=O)c1c(CN(C)C)n(-c2ccccc2)c2cc(Br)c(OC)cc12 | -30.1 | 7.3% | 3.2% | ? | 7.94µM* | -7.4%
Cc1ccc(N2CCN(C(=O)c3cc(C(=O)c4ccccc4C)c[nH]3)CC2)c(C)c1 | 34.6 | -7.8% | 9.7% | -0.4% | 11.2µM* | .

A second format for part of the listing above.
Compound: CCCOc1ccc(C2c3c(-c4ccccc4O)n[nH]c3C(=O)N2CCCOCC)cc1OCC (configuration not stated)
  HCMV antiviral = -2.6
  FBPA Giardia inh = .
  AmpC detergent = 3.8%
  AMA1 RON2 block = .
  HCV inhibitor = .
  Sm TGR inh = -6.1%

Compound: CCOC(=O)c1c(CN(C)C)n(-c2ccccc2)c2cc(Br)c(OC)cc12
  HCMV antiviral = -30.1
  FBPA Giardia inh = 7.3%
  AmpC detergent = 3.2%
  AMA1 RON2 block = ?
  HCV inhibitor = 7.94µM*
  Sm TGR inh = -7.4%

Three entries picked at random from the list so far, as already listed:
SMILES | HCMV antiviral | FBPA Giardia inh | AmpC detergent | AMA1 RON2 block | HCV inhibitor | Sm TGR inh
CCOC(=O)c1c(CN(C)C)n(-c2ccccc2)c2cc(Br)c(OC)cc12 | -30.1 | 7.3% | 3.2% | ? | 7.94µM* | -7.4%
COc1ccc(S(=O)(=O)NCC(c2ccco2)N2CCOCC2)cc1C (configuration not stated) | 13.3 | . | 0.0% | . | . | -5.6%
CC(C)CSc1n[nH]c(=S)s1 | 2.2 | ? | -7.3% | 97.9%[activator] | 12.8% | -3.4%

(more compounds)
SMILES | HCMV antiviral | FBPA Giardia inh | AmpC detergent | AMA1 RON2 block | HCV inhibitor | Sm TGR inh
CCOc1ccc(N2C(=O)CC(NC3CCN(C(=O)c4cccs4)CC3)C2=O)cc1 (configuration not stated) | 76.4 | 4.7% | 0.4% | -4.1% | 12.3% | -0.6%
CCNC(=S)N(Cc1cc2cc(C)c(C)cc2[nH]c1=O)C1CCCC1 | ? | -8.7% | 2.9% | -18.3% | -0.3% | -30.3%
Cc1ccc(CNCc2c(C(=O)O)c(C)n(Cc3ccc(C)cc3)c2C)cc1 | 12.6 | . | 19.0% | . | . | -5.6%
O=C(CSc1nnc(C2CC2)n1-c1ccccc1)NCCN1C(=O)CSC1=O | -36.1 | -0.6% | 0.3% | -1.1% | 5.6% | 0.7%
O=C(CSc1nnc(NC(=O)C2CC(=O)N(c3ccc(F)cc3)C2)s1)NCC1CCCO1 (configuration not stated) | 13.9 | ? | -0.8% | 7.1% | 19.1% | -16.1%
Cc1nn(-c2ccccc2)c(OC(=O)c2ccc(F)cc2)c1S(=O)(=O)c1ccccc1 | 7.9 | . | 0.1% | . | . | -6.1%
Cc1cc(C)cc(C(=O)NCC(=O)OCC(=O)Nc2cccnc2Cl)c1 | 44.4 | -1.0% | 8.0% | -9.3% | -5.1% | 5.3%
Cc1ccc(NC(=O)c2cccnc2)c([N+](=O)[O-])c1 | -6.4 | 8.4% | -12.3% | 0.6% | -10.0% | 16.0%
COc1ccc(CC(=O)NNS(=O)(=O)c2ccccc2[N+](=O)[O-])cc1OC | -11.5 | -12.1% | -2.1% | 6.6% | 23.0% | -3.2%
CCC/C(O)=C1\C(=O)CC(C)(C)CC1=Nc1cccc([N+](=O)[O-])c1 | 9.7 | 6.5% | -4.5% | 0.3% | ? | -6.2%
Cc1cc(C)cc(-n2c(C)cc(/C=N/NC(=O)CN(c3c(C)cccc3C)S(C)(=O)=O)c2C)c1 | 27.8 | -17.8% | ? | -8.6% | -3.5% | 24.1%
CCOC(=O)N1CCC(N(CCN(C)C)C(=S)Nc2ccccc2Cl)CC1 | 25.5 | -0.7% | -3.8% | -3.1% | 8.2% | -0.4%
O=C(NC(=S)Nc1ccc(S(=O)(=O)N2CCCCCC2)cc1)c1cccs1 | -19.8 | -11.1% | -15.2% | 36.2%[activator][11.6 µM] | 0.7% | ?
CC(C)(C)C1CCc2c(sc(NC(=O)C3c4ccccc4Oc4ccccc43)c2C(N)=O)C1 (configuration not stated) | -22.8 | . | 24.7% | . | . | -1.5%
CCOc1ccc2cc(-c3nnc(Nc4ccccc4F)s3)c(=O)oc2c1 | -18.9 | . | 2.2% | . | . | 0.4%
CC(NC(=O)COc1cccnc1[N+](=O)[O-])c1ccc(Cl)cc1 (configuration not stated) | 13.3 | -7.5% | 2.8% | 2.6% | -7.8% | -8.7%
COC(=O)C1(C)NCCc2c1[nH]c1ccccc21 (configuration not stated) | -23.7 | . | -8.4% | 11.9% | 26.4% | 1.6%
COc1cc(/C=C(\C#N)c2ccccn2)ccc1OCC(=O)Nc1ccc(Br)cc1 | 20.5 | 6.2% | -3.8% | 1.1% | -7.9% | 1.0%
CCCn1nnnc1SCC(=O)Nc1sc(C)c(C)c1C#N | . | -22.3% | -4.1% | 6.3% | -25.6% | -3.4%
Cc1cccc(CC2S/C(=N/c3cccc(C)n3)NC2=O)c1 (configuration not stated) | -16.7 | 0.0% | 5.0% | -2.2% | -5.0% | 6.8%
Cc1ccc(C(OC(=O)c2ccco2)C(=O)NC(C)(C)C)cc1 (configuration not stated) | -10.0 | 2.8% | -11.1% | 0.0% | 22.8% | 8.9%
Cc1ccc(NS(=O)(=O)Cc2ccccc2)cc1Cl | -27.3 | -4.5% | -14.0% | -1.0% | 7.3% | -23.2%
Cc1ccc(C(=O)N2CC(C)CC(C)C2)cc1S(=O)(=O)N1CCCCC1 (configuration not stated) | 0.0 | . | 2.9% | 1.9% | 0.3% | -2.6%
CCOc1ccc(S(=O)(=O)Nc2ccc3oc(C)c(C(=O)OCCOC)c3c2)cc1 | 3.8 | . | 4.3% | . | . | 10.9%
CCn1c(SCCN2CCOCC2)nc2c1c(=O)n(C)c(=O)n2C | -12.4 | 2.4% | ? | 5.2% | 21.5% | -14.9%
COC(=O)C1C(C(C)C)N(c2ccccc2)OC1(C)O (configuration not stated) | -11.1 | -0.9% | -11.1% | -2.8% | 0.6% | 0.0%
Cc1ccnc(NS(=O)(=O)c2ccc(NC(=O)c3ccc(N4C(=O)CCC4=O)cc3)cc2)n1 | ? | -5.7% | -8.4% | 29.7% | 2.9% | -11.2%
Cc1ccc(S(=O)(=O)N2CCCc3cc(NC(=O)c4c(F)cccc4F)ccc32)cc1 | -69.2*! | . | -9.0%&-9.4% | 6.7% | 10µM* | 0.0%&-2.2%
CCOC(=O)N1CCN(Cc2nc3cc(NC(=O)c4ccc(OC)cc4)ccc3n2C(C)C)CC1 | -35.7 | . | 10.7% | . | . | 6.3%
O=C(NCC1COc2ccccc2O1)c1ccc(-n2cncn2)c([N+](=O)[O-])c1 (configuration not stated) | -1.8 | . | -13.2% | 19.6% | -6.3% | -4.1%

Screens as filed in PubChem.
